High-throughput results deposited in PubChem by several laboratories.
phage Ecoli inh = E. coli growth loss with phage present; inhibition, % at 11.9 µM; growth absorbance; AID 651602; 360,000 tested, 0.26% active; in the data active = inhibition above about 11%
AddAB inh = less growth of phage-infected E. coli with AddAB. E. coli expressing H. pylori AddAB, absorbance growth. inhibition, % at 11.9 µM. 330,000 tested, 0.29% active; in the data active = inhibition above about 12%;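 also: 0% = vehicle wells of infected cells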
Tat export inh = inhibitors of E. coli Tat protein transport | E. coli MC4100 TorA-mCherry Tat export, fluorescence | inhibition, % at 10 µM | 340,000 tested, 0.036% active | AID 488895;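 active = mean replicate inhibition at least 50% and at least half of replicates individually reaching 50%; inconclusive = only one of the two criteria met; inactive = neither criterion met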;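 also: exported cargo escapes ClpAP degradation while cytoplasmic cargo is degraded and loses fluorescence; 0% = median of neutral control wells and 100% = median of NaSCN control wells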
DAGLB inh = diacylglycerol lipase beta (human) inhibition | inhibition, % at 5.17 µM | HEK293T DAGLB membrane lysate, EnzChek fluorogenic substrate | Q8NCG7 | 340,000 tested, 0.059% active; in the data active = inhibition above about 34%;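 also: 0% = enzyme with vehicle and 100% = wells lacking enzyme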
Target sequence (Q8NCG7 whole entry, looked up): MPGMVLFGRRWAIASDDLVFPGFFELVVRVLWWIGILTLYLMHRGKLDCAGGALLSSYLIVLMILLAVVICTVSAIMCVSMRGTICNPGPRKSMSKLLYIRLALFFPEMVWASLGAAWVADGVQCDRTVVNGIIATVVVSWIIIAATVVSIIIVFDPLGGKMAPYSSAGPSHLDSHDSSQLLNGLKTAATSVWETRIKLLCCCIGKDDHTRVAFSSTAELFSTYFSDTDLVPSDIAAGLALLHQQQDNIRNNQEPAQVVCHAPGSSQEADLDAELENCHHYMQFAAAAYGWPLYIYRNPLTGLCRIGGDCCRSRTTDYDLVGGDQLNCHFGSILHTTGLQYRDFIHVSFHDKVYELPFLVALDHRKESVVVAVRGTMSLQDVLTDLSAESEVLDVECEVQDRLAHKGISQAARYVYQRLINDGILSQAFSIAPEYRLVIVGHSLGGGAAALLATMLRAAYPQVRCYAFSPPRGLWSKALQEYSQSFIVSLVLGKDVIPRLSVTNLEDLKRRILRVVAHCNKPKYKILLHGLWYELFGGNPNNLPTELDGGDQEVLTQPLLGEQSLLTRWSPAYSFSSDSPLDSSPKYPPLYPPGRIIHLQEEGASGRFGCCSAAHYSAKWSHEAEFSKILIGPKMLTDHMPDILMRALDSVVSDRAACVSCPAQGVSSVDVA
Wnt act = activates Wnt/beta-catenin signaling in a reporter cell assay; activator, plate reader; activation, % at 9.35 µM; 300,000 tested, 1.2% active; in the data active = activation above about 30%, passing the limit was not always enough; inconclusive = no clear call, values can overlap the other calls;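 also: 0% = neutral control wells and 100% = positive control wells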
PvdQ acylase = blocks Pseudomonas aeruginosa PvdQ acylase activity; purified PvdQ acylase, fluorescence plate reader; inhibition, % at 10 µM; 340,000 tested, 0.063% active; AID 488965; in the data active = inhibition above about 30%, passing the limit was not always enough; inconclusive = no clear call, values can overlap the other calls;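 also: 0% = vehicle neutral wells and 100% = reference inhibitor wells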
CAL PDZ FP = blocks peptide binding to human CAL PDZ domain; purified CAL PDZ, TMR-peptide fluorescence polarization, 1 h; inhibition, % at 20 µM; 330,000 tested, 0.02% active;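 active = highest replicate inhibition of at least 40%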;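 also: plate controls were DMSO neutral control wells for no effect and unlabeled competitor peptide control wells for full effect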
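material = purified tagged CAL PDZ domain construct (CerCALP) | compound dosing = 20 µM, one dose | times = 1 h at RT | measured by = fluorescence polarization from S- and P-plane intensities, G-factor corrected | read-out = inhibition from polarization loss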
Rtt109 Vps75 = blocks Candida albicans Rtt109/Vps75 acetyltransferase activity | Q5AAJ8 | 330,000 tested, 0.16% active | purified Rtt109/Vps75, ThioGlo CoA-SH fluorescence, 4 h | inhibition, % at 34.9 µM | AID 540336;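 active = inhibition of at least 50% in every replicate; inconclusive = best replicate reaches 50% inhibition but some replicates fall short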
Target sequence (Q5AAJ8 whole entry, looked up): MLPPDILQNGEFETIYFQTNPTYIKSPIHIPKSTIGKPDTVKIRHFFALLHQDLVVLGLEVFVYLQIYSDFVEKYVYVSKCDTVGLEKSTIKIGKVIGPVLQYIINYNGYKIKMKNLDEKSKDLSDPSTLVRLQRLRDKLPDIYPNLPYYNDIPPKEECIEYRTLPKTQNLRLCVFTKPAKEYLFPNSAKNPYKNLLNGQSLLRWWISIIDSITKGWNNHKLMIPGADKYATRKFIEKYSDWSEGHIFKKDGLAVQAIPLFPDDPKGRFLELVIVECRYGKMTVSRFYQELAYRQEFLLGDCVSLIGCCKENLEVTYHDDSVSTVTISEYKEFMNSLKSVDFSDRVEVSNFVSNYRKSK
PfHsp90 set2 = reduces growth (ATP signal) of yeast expressing P. falciparum Hsp90; S. cerevisiae expressing PfHsp90, BacTiter-Glo ATP, 48 h; yeast lacking PDR1 and PDR3 efflux regulators; inhibition, % at 9.4 µM; 310,000 tested, 0.32% active; AID 504621;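 active = every replicate shows inhibition above about 80%, whatever the replicate mean, limit read from the data; inconclusive = mean inhibition reaches the set limit but some replicate falls short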;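 also: 0% = DMSO neutral controls and 100% = 20 µM radicicol positive controls; yeast relying on Plasmodium falciparum Hsp90 in place of its own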
Ecoli viability = counter-screen for AddAB inhibitors: E. coli growth inhibition; inhibition, % at 11.9 µM; 330,000 tested, 0.27% active; E. coli V3065 growth, OD600 absorbance, 18 h;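 active = inhibition above the campaign's mean inhibition across all tested compounds plus 3 SD, cut at about 9.9% in these data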;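 also: uninfected addAB+ strain grown without phage in ampicillin broth; 0% = DMSO wells and 100% = ciprofloxacin 0.95 µg/ml wells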
Starred values were filed as active, the others as inactive; ? = inconclusive; . = no result given.

Each structure is followed by: phage Ecoli inh | AddAB inh | Tat export inh | DAGLB inh | Wnt act | PvdQ acylase | CAL PDZ FP | Rtt109 Vps75 | PfHsp90 set2 | Ecoli viability
#1 CCCn1c(SCC(=O)Nc2ccccc2CC)nnc1C(C)C
    1.9 | 2.7 | -1 | -2 | . | -12 | -1.8 | 2 | 6 | -0.8
#2 CSc1ncc(CN2CCN(C(C)C)C(CCO)C2)cn1 (stereo not given)
    -0.1 | 5.0 | 11 | -1 | 1 | -7 | -1.1 | -1 | 4 | -0.3
#3 C[n+]1ccc(/C=N/Nc2nc(Cl)c(C#N)c(Cl)c2Cl)cc1
    2.1 | -2.8 | -2 | 8 | 3 | 11 | 0.4 | 6 | -1 | -2.7
#4 COc1cc(C(=O)N[C@H](C(=O)OCC(=O)NC2CCCCCC2)C(C)C)cc(OC)c1OC
    2.1 | -1.5 | -6 | 3 | -3 | -6 | 0.6 | 3 | 0 | 0.6
#5 Cc1cc(C)n2nc(SCC(=O)Nc3c(C)n(C)n(-c4ccccc4)c3=O)nc2n1
    2.6 | 4.2 | -5 | 1 | . | -9 | -0.2 | 0 | -11 | 1.9
#6 CC1=C(C(=O)OCc2ccccc2)C(c2ccc(Br)cc2)NC(=O)N1CCCCCC(=O)O (stereo not given)
    2.9 | 0.5 | 7 | 3 | 46* | 2 | 0.1 | 17 | 9 | -1.7
#7 CCc1ccc(NC(=S)N(CCOC)C2CCN(C(C)=O)CC2)cc1
    1.8 | -0.9 | 2 | -3 | 1 | -16 | 0.0 | 3 | -2 | -0.7
#8 CC1CCCC(C)N1C(=O)c1cc(-c2cccs2)on1 (stereo not given)
    4.6 | 5.5 | -5 | -1 | . | -2 | -2.6 | 4 | 12 | 2.9
#9 CSCCC(NC(=O)c1ccco1)c1nc2ccccc2[nH]1 (stereo not given)
    -1.9 | 3.2 | -2 | 0 | -1 | -4 | -2.4 | -4 | -16 | 2.6
#10 CC(=O)c1ccc(OCCCC(=O)OCC(=O)N2CCN(c3ccccc3)CC2)cc1
    1.8 | -0.7 | 2 | -1 | . | 3 | 0.2 | 4 | 2 | -2.7
#11 CSCCC(NC(=O)c1ccc(Cl)cc1)C(=O)OCC(=O)NCc1ccco1 (stereo not given)
    2.1 | 2.7 | 3 | -1 | 3 | -9 | -2.9 | 3 | . | 0.4
#12 Cc1cc(C)cc(NC(=S)N2CCC(NC(=O)C3CCCCC3)CC2)c1
    -0.6 | 1.8 | -6 | -2 | -2 | 12 | -2.5 | -4 | 11 | 0.2
#13 O=[N+]([O-])c1ccc(/C=C/c2ccc3ccccc3n2)cc1
    3.2 | -0.7 | -2 | -4 | 5 | -12 | 1.1 | -3 | 4 | -2.6
#14 COCCN1C(=O)N(c2cccc(C)c2)C(=O)C1CC(=O)Nc1ccc(OC)cc1 (stereo not given)
    0.4 | 2.5 | 0 | 2 | -2 | -4 | -1.2 | 3 | 14 | -0.5
#15 CC1OC2(OC1C)C(=O)Nc1ccccc12 (stereo not given)
    0.2 | 0.9 | -1 | -1 | -5 | -3 | -2.2 | -7 | -5 | -1.4
#16 COc1ccc(S(=O)(=O)NCc2ccccn2)cc1NC(=O)c1ccc(Cl)cc1
    3.0 | -0.2 | 1 | 2 | -1 | -8 | -3.1 | 0 | . | -0.1
#17 C[C@H](CO)N1C[C@H](C)[C@@H](CN(C)Cc2ccccc2)Oc2ccc(NC(=O)Cn3cnnn3)cc2C1=O
    3.1 | 2.5 | -4 | -3 | -1 | -20 | -0.3 | 9 | 8 | -2.1
#18 Fc1ccc(CSc2nnc(-c3cccnc3)o2)cc1
    7.0 | 2.4 | 6 | 1 | 2 | -13 | -18 | -8 | -22 | -0.4
#19 Cc1nn(-c2ccccc2)c(N2CCCC2)c1/C=N/NC(=O)c1cc(-c2ccccc2)nc2ccccc12
    2.0 | 5.4 | -7 | -1 | -4 | -11 | 0.1 | -1 | -18 | 0.4
#20 CCN(CC)CCNC(=O)c1ccc(NC(=O)c2cccc(S(=O)(=O)N3CCc4ccccc43)c2)cc1
    -1.5 | . | 7 | 0 | -1 | -7 | -7.2 | 28 | 15 | .
#21 CCOc1c(Br)cc(CNCc2cccs2)cc1OC
    4.2 | 1.2 | -3 | -1 | -1 | -10 | 0.2 | 2 | -37 | 2.4
#22 O=P(CCO)(c1ccccc1)c1ccccc1
    2.9 | 3.2 | -3 | 0 | -11 | -6 | -2.3 | -10 | -16 | 5.7
#23 CC1CCN(CCCNC(=O)c2ccc(CS(=O)(=O)Cc3ccccc3F)o2)CC1
    2.8 | . | -12 | -2 | . | -15 | -0.4 | -5 | -2 | .
#24 CN(C)C(=S)Nc1ccc(Cc2ccncc2)cc1
    0.2 | 5.0 | 0 | 0 | 1 | 3 | 1.7 | 1 | 13 | 0.5
#25 COc1cc(C(=O)COC(=O)C2CCCCC2)cc(OC)c1OC
    1.6 | -0.2 | -8 | -3 | -4 | 3 | -1.9 | -2 | -2 | -1.9
#26 CCCn1c2c(c(=N)c3c1CCC3)CCCC2
    0.6 | 3.7 | ? | -2 | 4 | -1 | -2.7 | 12 | 8 | 0.5
#27 Cc1cnc(C(=O)OCC(=O)Nc2ccccc2[N+](=O)[O-])cn1
    0.4 | 2.9 | 4 | 1 | -2 | -8 | 0.1 | -12 | . | 1.8
#28 Cc1ccc(C)c(Cn2nnc(C(=O)Nc3ccc4c(c3)OCCO4)c2N)c1
    2.5 | 0.9 | 2 | 1 | 23 | -2 | -0.5 | 2 | 9 | 0.7
#29 O=C(NCCc1ccccc1F)C1CCCN1S(=O)(=O)c1ccccc1 (stereo not given)
    0.8 | -2.0 | 7 | -5 | 5 | -13 | -1.2 | -5 | 10 | -0.4
#30 O=C(CSc1ccccc1)NCc1ccc(F)cc1
    5.2 | 1.4 | -3 | 1 | 1 | -2 | -3.0 | -4 | -7 | 1.8
#31 COc1ccc2[nH]c3c(c2c1)CCN1C(=O)N([C@@H](C)C(=O)NC2CCCCC2C)C(=O)[C@]31C (stereo not given in full)
    -1.3 | 3.4 | 1 | -3 | -1 | -13 | 0.2 | -10 | 8 | 0.0
#32 O=C(Nc1ccc(N2CCCC2)c(Cl)c1)c1ccc2c(c1)OCCO2
    0.2 | 0.0 | 5 | 5 | . | -6 | -1.9 | -2 | 4 | -2.3
#33 O=[N+]([O-])c1ccc2c(c1)-c1ccccc1C2=NO
    3.9 | . | -4 | 0 | 1 | -21 | 0.8 | -2 | 105* | .
#34 CC(NCC(O)COc1ccc(S(=O)(=O)N2CCOCC2)cc1)c1ccccc1 (stereo not given)
    2.4 | 2.1 | 2 | 1 | -1 | -10 | -0.8 | . | -6 | -2.3
#35 N/C(=N\OC(=O)c1cccc2ccccc12)c1ccncc1
    -1.5 | -1.3 | 2 | -6 | 14 | 0 | -1.3 | -3 | -22 | -3.8
#36 Cc1ccc(C)n1-c1nnc(N2CCC(C(=O)N3CCN(C)CC3)CC2)s1
    2.7 | 4.0 | -5 | 1 | 5 | -2 | 0.4 | -8 | 7 | -2.8
#37 O=C(NCCc1c[nH]c2ccccc12)C1CCN(S(=O)(=O)c2ccccc2)CC1
    2.4 | -3.2 | -9 | 0 | -1 | -11 | -1.9 | -11 | 32 | -2.3
#38 Cc1cccc(N(CC(=O)NCc2ccccc2)C(=O)CCC(=O)Nc2nccs2)c1
    -1.8 | 0.1 | 11 | 1 | -3 | 7 | -0.6 | 2 | -12 | -1.4
#39 O=C(Nc1c[nH]c(=O)[nH]c1=O)c1ccccc1Br
    -0.7 | 1.6 | -12 | -4 | 14 | -7 | 23 | 18 | -4 | -3.5
#40 CN=C1NN=C(c2cc(C)n(-c3ccc(Cl)cc3)c2C)CS1
    0.7 | -1.8 | 1 | 6 | -2 | -3 | 0.6 | -5 | 0 | -3.9
#41 COc1ccc(CCNC(=S)Nc2cc(C)cc(C)c2)cc1
    1.6 | 3.1 | 2 | -6 | . | -5 | -0.2 | 8 | 52 | 0.9
#42 O=C(CN1C(=O)CSc2ccc(S(=O)(=O)N3CCOCC3)cc21)NCc1cccnc1
    3.5 | -2.1 | 5 | 0 | -1 | 4 | -1.2 | 11 | 15 | -0.5
#43 Cc1cccc(NC(=O)Cn2c(C)c(C#N)c3ccccc32)c1C
    0.2 | -0.7 | -9 | -1 | . | 7 | -1.7 | 3 | -19 | -3.7
#44 O=C1C=C(c2cccc3c2oc2ccccc23)CCC1
    2.2 | 2.4 | 8 | -5 | 5 | 0 | 0.9 | 1 | -24 | 1.4
#45 O=C1/C(=C/c2ccc3c(c2)OCO3)Oc2cc(OCC(=O)N3CCC[C@H]3C(=O)O)ccc21
    . | 1.9 | 0 | -2 | . | -1 | -2.0 | 3 | 6 | -2.5
#46 NS(=O)(=O)c1ccc(Nc2ccc([N+](=O)[O-])c3nonc23)cc1
    2.1 | 4.2 | -9 | 13 | 1 | 0 | -2.0 | 8 | -15 | 0.9
#47 O=C(Nc1nc2c(s1)CN(Cc1ccccc1)CC2)c1cccc(S(=O)(=O)N2CCc3ccccc32)c1
    1.2 | 2.0 | -3 | -14 | -6 | -9 | -2.6 | -23 | -34 | -2.8
#48 Cc1ccc(/C=C/C(=O)NCc2cccs2)o1
    2.6 | -3.2 | 7 | -1 | 4 | -14 | -1.0 | 2 | -11 | -0.8
#49 CC1=CS/C(=C(/C#N)C(=O)N2CCOCC2)N1c1ccccc1
    -1.1 | 2.4 | 1 | -1 | . | -7 | -0.3 | 3 | -2 | -1.0
#50 O=S(=O)(c1ccc(Sc2nnc3ccccn23)nc1)N1CCOCC1
    -0.1 | 3.4 | -1 | 3 | . | -2 | . | -3 | . | 0.5

Laid out differently: 7 of the compounds above.
entry | structure | phage Ecoli inh | AddAB inh | Tat export inh | DAGLB inh | Wnt act | PvdQ acylase | CAL PDZ FP | Rtt109 Vps75 | PfHsp90 set2 | Ecoli viability
1 | CCCn1c(SCC(=O)Nc2ccccc2CC)nnc1C(C)C | 1.9 | 2.7 | -1 | -2 | . | -12 | -1.8 | 2 | 6 | -0.8
2 | CSc1ncc(CN2CCN(C(C)C)C(CCO)C2)cn1 (stereo not given) | -0.1 | 5.0 | 11 | -1 | 1 | -7 | -1.1 | -1 | 4 | -0.3
3 | C[n+]1ccc(/C=N/Nc2nc(Cl)c(C#N)c(Cl)c2Cl)cc1 | 2.1 | -2.8 | -2 | 8 | 3 | 11 | 0.4 | 6 | -1 | -2.7
4 | COc1cc(C(=O)N[C@H](C(=O)OCC(=O)NC2CCCCCC2)C(C)C)cc(OC)c1OC | 2.1 | -1.5 | -6 | 3 | -3 | -6 | 0.6 | 3 | 0 | 0.6
5 | Cc1cc(C)n2nc(SCC(=O)Nc3c(C)n(C)n(-c4ccccc4)c3=O)nc2n1 | 2.6 | 4.2 | -5 | 1 | . | -9 | -0.2 | 0 | -11 | 1.9
6 | CC1=C(C(=O)OCc2ccccc2)C(c2ccc(Br)cc2)NC(=O)N1CCCCCC(=O)O (stereo not given) | 2.9 | 0.5 | 7 | 3 | 46* | 2 | 0.1 | 17 | 9 | -1.7
7 | CCc1ccc(NC(=S)N(CCOC)C2CCN(C(C)=O)CC2)cc1 | 1.8 | -0.9 | 2 | -3 | 1 | -16 | 0.0 | 3 | -2 | -0.7

The order is random. About 1.9% of those tested had a hit in this group.
